TRPC4 block – inhibitors of mouse TRPC4 channel, primary screen, Fluo4 calcium, HEK293 TRPC4beta/mu-opioid cells; DAMGO-evoked Fluo4 calcium flux; active compounds read low; B-score at 10 µM; actives 0.39% (n = 300,000); Short transient receptor potential channel 4 (Mus musculus), Q9QUQ5;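 active means B-score over 3 SD under the library average, no early fluorescence shift, positive overall ratio signal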
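Material: HEK293 cells with stable TRPC4beta plus mu-opioid receptor expression / Probe or stimulus: DAMGO in two steps, submaximal then maximal / Compound: single concentration per test compound / Technique: kinetic Fluo4 fluorescence imaging of calcium influx / Read-out: per-well B score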
RGS4 inh – RGS4 inhibitors, primary screen, cell-based, HEK293 M3R inducible RGS4, calcium flux | AID 463165, 2010 | B-score at 10 µM | Regulator of G-protein signaling 4 (Homo sapiens), P49798 | actives 0.45% (n = 310,000) | Fluo-4 calcium flux; active compounds read high; triggered by carbachol at its EC20;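 active means B-score, a plate-corrected calcium signal, over three deviations above library mean, with baseline fluorescence within five deviations of library mean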;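 further: RGS4 expression induced by doxycycline in cells with stable M3 receptor; B-score is computed from the integrated fluorescence ratio over baseline after carbachol; higher B-score means a larger calcium signal and so more RGS4 inhibition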
Target sequence (P49798 whole entry, looked up): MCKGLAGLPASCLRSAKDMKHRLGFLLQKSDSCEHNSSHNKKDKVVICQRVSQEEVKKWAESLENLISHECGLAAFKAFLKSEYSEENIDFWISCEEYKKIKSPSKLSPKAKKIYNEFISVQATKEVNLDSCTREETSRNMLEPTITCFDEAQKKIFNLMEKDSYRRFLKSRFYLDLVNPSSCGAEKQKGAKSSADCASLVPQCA
RGS4 act – RGS4 potentiators or activators, primary screen, cell-based, HEK293 M3R inducible RGS4, calcium flux. carbachol calcium flux Fluo4; active compounds read low. B-score at 10 µM. actives 0.92% (n = 310,000);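 active means B-score of the integrated calcium signal more than 4 SD below the library mean, with starting fluorescence not abnormally high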;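 further: negative B-score means reduced calcium response which marks RGS4 activation or potentiation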
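Test system: HEK293 cells with stable M3R and inducible RGS4; also added: carbachol at ECmax as muscarinic agonist stimulus; schedule: dye loading 30 min 37 °C, buffer rest 30 min RT; technique: kinetic calcium fluorescence imaging with Fluo4-AM dye, 2 µM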
Platelet DG rel – inhibitors of platelet dense granule secretion, primary screen, cell-based, MLPCN, human platelets | human platelet-rich plasma, SFLLRN dense granule ATP release, luminescence | inhibition, %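 (compounds screened at 7.5 µM in platelet-rich plasma)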 | actives 0.22% (n = 300,000);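 active means mean replicate score, as percent of positive control, at or above 50; inconclusive means mean below 50 but at least one replicate at or above 50; inactive means mean and every replicate below 50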
HIF activator – HIF pathway transcriptional activators, primary screen, cell-based, U2OS HRE-luciferase, luminescence; actives 0.32% (n = 300,000); U2OS HRE-luciferase reporter; normalized: DMSO 0%, desferrioxamine 100%; activation, % at 7.5 µM (by protocol);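 active means mean activation of at least 10% of the iron chelator positive control signal, with at least half of replicates also reaching 10%; inconclusive means mean and replicate majority disagree about reaching 10%; inactive means mean and most replicates under 10%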
TRPC6 inhibitor – mouse TRPC6 channel inhibitors, primary screen, cell-based, HEK293, membrane potential dye; Short transient receptor potential channel 6 (Mus musculus), Q61143; ACh-evoked depolarization; active compounds read low; B-score at 10 µM; actives 1.1% (n = 310,000);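 active means B-score under library mean minus 3 SD, initial fluorescence not abnormally high, positive integrated signal ratio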;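 further: B-score derived from integrated fluorescence ratio over the kinetic read; more negative B-score means stronger inhibition of depolarization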
SKKanGAS inh – S. pyogenes SKKanGAS growth inhibitors in kanamycin, primary screen, streptokinase expression inhibitor project, SKKanGAS strain, BacTiter-Glo luminescence. actives 1.3% (n = 300,000). inhibition, % at 7.5 µM. 6 h;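 active means mean replicate score, as percent of positive control median, at least 50; inconclusive means mean below 50 but one replicate at or above 50; inactive means mean and every replicate below 50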;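 further: strain carries kanamycin resistance gene driven by streptokinase promoter and grows in 40 µg/ml kanamycin; loss of luminescence reflects streptokinase promoter inhibition or plain growth inhibition; 0% = median of DMSO wells and 100% = positive control at its reference dose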
MrgX1 PAM – positive allosteric modulators of MrgX1, primary screen, HEK293 cells, Fluo-4 calcium flux; Mas-related G-protein coupled receptor member X1 (Homo sapiens), Q96LB2; FDSS; active compounds read high; B-score at 10 µM; actives 0.63% (n = 310,000);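 active means plate-corrected calcium response at least 3 library SD above typical, normal starting fluorescence, not activating the receptor alone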;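 further: compound read alongside a low EC10 to EC30 dose of BAM8-22 agonist; peak minus trough fluorescence over baseline measured at the second addition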
Target sequence (Q96LB2 whole entry, looked up): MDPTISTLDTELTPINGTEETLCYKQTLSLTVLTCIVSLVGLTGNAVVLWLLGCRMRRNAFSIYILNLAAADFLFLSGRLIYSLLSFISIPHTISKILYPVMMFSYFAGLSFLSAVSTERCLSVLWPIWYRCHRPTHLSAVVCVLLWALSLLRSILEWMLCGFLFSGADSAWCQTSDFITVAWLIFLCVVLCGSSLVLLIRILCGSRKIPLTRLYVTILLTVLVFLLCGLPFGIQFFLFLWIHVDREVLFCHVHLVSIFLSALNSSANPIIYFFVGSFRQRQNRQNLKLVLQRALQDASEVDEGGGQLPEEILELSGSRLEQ
TRPC6 activator – mouse TRPC6 channel activators, primary screen, cell-based, HEK293, membrane potential dye; Short transient receptor potential channel 6 (Mus musculus), Q61143; HEK293-TRPC6 membrane potential dye fluorescence; active compounds read high; B-score at 10 µM; AID 2550, 2010; actives 0.13% (n = 310,000);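 active means B-score of the integrated fluorescence ratio above library mean plus 3 SD, and starting fluorescence ratio within library mean plus 5 SD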;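 further: higher score means more depolarization so channel activation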
MrgX1 antagonist – antagonists of human MrgX1 receptor, primary screen, HEK293 cells, Fluo-4 calcium flux; Mas-related G-protein coupled receptor member X1 (Homo sapiens), Q96LB2; BAM8-22 antagonism; active compounds read low; B-score at 10 µM; actives 1.3% (n = 310,000); AID 588676, 2011;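 active means calcium-response B-score plate-corrected more than 3 library SD below zero, starting fluorescence within 5 deviations, no agonist response on first addition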;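 further: peak minus trough fluorescence over baseline after final BAM8-22 challenge near maximal dose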
MrgX1 ag – agonists of human MrgX1 receptor, primary screen, HEK293 cells, Fluo-4 calcium flux | Mas-related G-protein coupled receptor member X1 (Homo sapiens), Q96LB2 | Fluo-4 calcium fluorescence, agonist mode; active compounds read high | B-score at 10 µM | actives 0.44% (n = 310,000) | AID 588627, 2011;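 active means calcium response B-score plate-corrected fluorescence ratio at least 3 library SD, with starting fluorescence B-score inside 5 SD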
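Material: MrgX1-expressing HEK293 cells; input: 15,000 cells per well; doses: test compound given as first of three sequential additions; schedule: overnight plating before 1 h dye loading; technique: Fluo-4 NW calcium-flux fluorescence, kinetic read; evaluation: baseline-normalised fluorescence change ratio, B-scored; control set: plate-wise positive and negative controls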
Numbers without * were called inactive; i = inactive; ? = inconclusive; . = not tested or not shown.

compound	TRPC4 block	RGS4 inh	RGS4 act	Platelet DG rel	HIF activator	TRPC6 inhibitor	SKKanGAS inh	MrgX1 PAM	TRPC6 activator	MrgX1 antagonist	MrgX1 ag
Cc1cc(C)nc(/N=C(\N)N(Cc2ccccc2)Cc2ccccc2)n1	-7*	i	-8.47*	8.4	-0.1	-7.51*	5.1	i	i	i	i
O=C(Nc1nnc(C2=COCCO2)o1)C1CCCCC1	i	i	i	-1.8	-1.0	i	-1.4	i	i	i	i
CCOc1ccc(C2C(C(=O)c3ccco3)=C(O)C(=O)N2CCN(C)C)cc1 (stereo not drawn)	i	i	i	4.8	-1.1	i	2.8	.	i	.	.
Cc1cccc(-c2nc3ccccc3c(=O)n2NC(=O)c2cccnc2Cl)c1	i	i	i	-1.6	-0.1	i	-2.4	i	i	i	i
Cc1cc(C)c2c(=O)n(CC(=O)Nc3cccc(F)c3)sc2n1	i	i	i	-0.7	-0.4	i	0.3	i	i	i	i
Cc1cc(C)cc(-n2ncc3c2CCCC3NC(=O)CN2CCCC2=O)c1 (stereo not drawn)	i	i	i	-10.4	0.2	i	-1.2	i	i	i	i
COc1ccc(OC)c(C(=O)NC(CC(N)=O)c2ccc(N3CCN(c4ccccc4)CC3)c([N+](=O)[O-])c2)c1 (stereo not drawn)	i	i	i	-3.0	-1.0	i	10.3	i	i	i	i
CCc1nnc(NC(=O)C=C(C)C)s1	i	i	i	-23.7	2.2	i	0.0	i	i	i	i
CC(=O)N1N=C(c2cccs2)CC1c1cccc([N+](=O)[O-])c1 (stereo not drawn)	i	i	i	2.1	0.1	i	6.9	i	i	i	i
Cc1cc(C(=O)CSc2nnc(N)s2)c(C)n1CCc1ccc(Cl)cc1	i	i	i	-1.5	-0.1	i	40.6	i	i	i	i
COc1ccc(Nc2nc(-c3sc(C)nc3C)cs2)c(OC)c1	i	i	i	0.9	0.6	i	-0.6	i	i	i	i
O=C(O)c1ccc(N2CCCCS2(=O)=O)cc1	i	i	i	-0.6	0.3	i	?	i	i	i	i
Cc1ccc(C(C)C)c(OCC#CCN2CCOCC2)c1	i	i	i	3.8	-0.8	i	9.1	i	i	i	i
CCn1c(SCC(=O)N(C)CC(=O)Nc2cccc(OC)c2)nnc1-c1ccco1	i	i	i	5.7	0.1	i	-6.0	i	i	i	i
CCOC(=O)c1ccc(NC(=O)CN2CCN(Cc3ccccc3)CC2)cc1	i	i	i	2.9	-0.2	i	3.2	i	i	i	i
O=C(COC(=O)C12CC3CC(CC(C3)C1)C2)NCCc1ccccc1	i	i	i	4.1	-0.4	i	-1.2	i	i	i	i
COCCCNC1CS(=O)(=O)CC1O (stereo not drawn)	i	i	i	-0.2	-0.1	i	3.5	i	i	i	i
COn1c(-c2ccccc2)nc2ncccc21	i	i	i	-0.1	-0.8	i	-4.6	i	i	i	i
CCCN(C(=O)c1cc(S(=O)(=O)N2CCCCCC2)ccc1OC)C1CCS(=O)(=O)C1 (stereo not drawn)	i	i	i	0.9	0.0	i	5.8	i	i	i	i
Cc1cc(NC(=O)C2CC(=O)N(c3ccc(Cl)cc3)C2)no1 (stereo not drawn)	i	i	i	-6.5	0.1	i	-11.9	i	i	i	i
CCC[C@@H]1CCCO[C@@](C(=O)NCc2cc(C)n(C)n2)(C(F)(F)F)C1	i	i	i	-1.1	0.3	i	4.5	i	i	i	i
S=C(Nc1ccc(Cl)cc1)N(CCCN1CCOCC1)Cc1cccs1	i	i	i	14.9	-0.2	i	0.4	i	i	i	i
CC1CC(C)CN(c2ccc([N+](=O)[O-])cc2-c2nn[nH]n2)C1 (stereo not drawn)	i	i	i	4.5	-0.2	i	9.8	i	i	i	i
Cc1ccc(OCC(=O)Nc2ccc(O)c(-c3nc4ccccc4o3)c2)cc1	i	i	i	2.0	-1.1	i	18.0	i	i	i	i
CSCCNC(=O)c1ccc2nc(C3CCCCC3)oc2c1	i	i	i	-4.2	0.3	i	-4.0	i	i	i	i
CC(=O)Cc1cc(=O)c2c(C)cc(O)c(C3OC(CO)C(O)C(O)C3O)c2o1 (stereo not drawn)	i	i	i	-1.5	-0.3	i	-2.3	i	i	i	i
O=c1/c(=C/c2ccccc2)sc2nnc(-c3cccs3)n12	i	i	i	-11.0	-0.2	i	26.5	i	i	i	i
CC1CCN(S(=O)(=O)c2ccc(F)c(C(=O)O)c2)CC1	i	i	i	1.7	0.0	i	-1.1	i	i	i	i
CCC(C)(C)NC(=O)C(c1ccc(F)cc1)N(Cc1ccco1)C(=O)CCC(=O)Nc1ccccn1 (stereo not drawn)	i	i	i	-1.2	-0.8	i	0.5	i	i	i	i
OCCCn1c(C2CCCN2c2nc(-c3ccc(Cl)cc3)cs2)nc2cc(Cl)c(N3CCCCC3)cc21 (stereo not drawn)	i	i	i	-1.9	-0.4	i	11.4	i	i	i	i
O=S1(=O)CCOCCN1Cc1ccccc1	i	i	i	0.1	0.1	i	-2.7	i	i	i	i
COc1ccccc1C(=O)Nc1nnc(-c2ccccc2)s1	i	i	i	-1.2	-5.4	i	-4.3	i	i	i	i
COc1cc(C(=O)Nc2nnc(S(=O)(=O)N3CCCCCC3)s2)cc(OC)c1OC	i	i	i	-3.5	-0.3	i	24.9	i	i	i	i
CC(C)Cn1nc(-c2ccccc2)c2ccccc2c1=O	i	i	i	4.4	-1.2	i	-0.7	i	i	i	i
Cc1ccc(C(=O)NCCCN2CCOCC2)cc1Cl	i	i	i	0.3	-30.6	i	-0.4	i	i	i	i
Cc1cc(C(=O)NNC(=O)/C=C/c2ccc(F)cc2)c(C)o1	i	i	i	7.9	0.3	i	3.3	i	i	i	i
Cc1c(C(=O)NCC(c2ccco2)N2CCCC2)oc2ccc(Cl)cc12 (stereo not drawn)	i	i	i	-3.6	0.3	i	-3.4	i	i	i	i
N#Cc1cc(-c2cccc(Cl)c2)c[nH]c1=O	i	i	i	-3.5	0.1	i	-1.5	i	i	i	i
COc1ccc2nc(SCC(=O)Nc3ccccc3)[nH]c2c1	i	i	i	-6.6	0.0	i	2.9	i	i	i	i
Cc1c(C(=O)Nc2ccc(C(F)(F)F)cc2)sc2ncn(CC(=O)N3CCN(c4ccccn4)CC3)c(=O)c12	i	i	i	-8.1	-1.0	i	8.0	i	i	i	i
O=C(Nc1ccccc1)N1CCN(C(=O)Nc2ccccc2)CC1	i	i	i	2.3	0.0	i	3.6	i	i	i	i
COc1cccc(NC(=O)CN(C)C(=O)c2cc(S(=O)(=O)N3CCCCC3)ccc2Cl)c1	i	i	i	18.8	-0.3	i	2.2	i	i	i	i
O=C1C2C3CCC(C3)C2C(=O)N1CNc1ccc(F)cc1 (stereo not drawn)	i	i	i	-2.6	-0.2	i	3.3	i	i	i	i
CC12CCC(C(=O)Nc3ccccc3)(C(Br)C1=O)C2(C)C (stereo not drawn)	i	i	i	9.7	0.0	i	0.5	i	i	i	i
C[C@]1(C(=O)O)C=C[C@@H](Cc2ccccc2)N1C(=O)c1ccccc1	i	i	i	-7.5	-0.2	i	3.3	i	i	i	i
CCOC(=O)C1=C(c2ccccc2)OC(N)=C(C#N)C1C1CCCCC1 (stereo not drawn)	i	i	i	-1.1	0.2	i	-15.0	i	i	i	i
CCOC(=O)C1(Cc2ccccc2)CCN(Cc2cn(CC(=O)OC)c3ccccc23)CC1	i	i	i	12.2	-0.2	i	0.6	i	i	i	i
Cc1ccc(NC(=O)CCNS(=O)(=O)c2ccc3c(c2)CCC(=O)N3)cc1C	i	i	i	1.2	-0.4	i	-16.5	i	i	i	i
Oc1ccc(Nc2nc(-c3ccc4ccccc4c3)cs2)cc1	i	40.7*	i	-0.4	2.6	i	52.7*	i	i	i	i
O=C(Nc1ccccc1[N+](=O)[O-])c1ccc(S(=O)(=O)N2CCCC2)cc1	i	i	i	20.9	0.5	i	-0.3	i	i	i	i
Cc1ccc(C(=O)Nc2ccon2)cc1S(=O)(=O)N1CCCC1	.	i	i	-17.4	0.2	i	2.2	i	i	i	i
COc1ccc(CCN=C(N)NS(=O)(=O)c2cccs2)cc1	i	i	i	1.4	0.0	i	5.5	i	i	i	i
COc1ccc(NC(=O)CSc2nc3nc(C)cc(C)n3n2)cc1	i	i	i	12.8	-0.3	i	0.7	i	i	i	i
CCOC(=O)NC(=O)C(=CNc1ccccc1OC)C(=O)NC(=O)OCC	i	i	i	1.3	-0.1	i	4.6	i	i	i	i
Cc1ccc(CC2CC(=O)N(c3cc(C)on3)C2=O)cc1 (stereo not drawn)	i	i	i	23.3	0.1	i	-1.8	i	i	i	i
C/C(=N\Nc1ccc(C(=O)O)cc1)c1nc2ccccc2n1C	i	i	i	-4.1	3.9	i	7.4	i	i	i	i
CCCn1c(N)c(N(CCOC)C(=O)c2ccccc2F)c(=O)[nH]c1=O	i	i	i	-4.7	2.7	i	-4.5	i	i	i	i
O=C1Nc2ccccc2C1(c1ccccc1)c1ccccc1	i	i	i	-37.0	0.4	i	-1.6	i	i	i	i

High-throughput results deposited in PubChem BioAssay by several laboratories.

Not a hit list. Share with any hit: about 6.1%.
